Compound activity from PubChem.
TWEAK Fn14 block – blocks TWEAK-Fn14 interaction in a reporter cell assay; TWEAK-stimulated Fn14 reporter cells, luciferase luminescence, 8 h; actives 2% (n = 360,000); inhibition, % at 10 µM; in the data active = inhibition above about 50%
TRPM1 prom inh – inhibitors of MITF-driven TRPM1 promoter in melanoma cells; SK-MEL-5 TRPM1 promoter luciferase, 24 h; inhibition, % at 12.5 µM; actives 0.83% (n = 330,000);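 active = mean inhibition across replicates of 60% or more, whatever share of single replicates reaches that level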; also: values of inactives mirror those of a sister screen read the other way
Peg3 promoter – reduces Peg3 promoter-driven luciferase expression in HeLa; HeLa PEG-Prom luciferase reporter, luminescence, overnight; inhibition, % at 20 µM; actives 1.7% (n = 360,000); AID 588405;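 active = inhibition of at least 50% at 20 µM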
C8 TRAIL sens – sensitizes caspase-8 expressing cells to TRAIL | NB7+C8 cells + TRAIL, ATPlite viability luminescence | inhibition (viability loss, TRAIL sensitization), % at 10 µM | actives 1% (n = 360,000) | AID 624354;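 active = compounds causing at least 50% loss of cell viability in the single-dose screen, relative to plate controls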
NR2E3 ag-1 – agonists of human NR2E3 nuclear receptor | AID 602229 | inhibition of corepressor binding, % at 3.98 µM | actives 0.35% (n = 360,000) | CHO-S Gal4-NCOR/VP16-NR2E3 two-hybrid, luciferase | Q9Y5X4;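 active = inhibition above the mean of all tested compounds plus 3 SD, cut at about 70% in these data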;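 also: 0% = DMSO with NR2E3 transfected cells and 100% = cells lacking NR2E3 construct; higher means lower luciferase signal from less NR2E3 corepressor binding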
Target sequence (Q9Y5X4 whole entry, looked up, the tested form may be a part): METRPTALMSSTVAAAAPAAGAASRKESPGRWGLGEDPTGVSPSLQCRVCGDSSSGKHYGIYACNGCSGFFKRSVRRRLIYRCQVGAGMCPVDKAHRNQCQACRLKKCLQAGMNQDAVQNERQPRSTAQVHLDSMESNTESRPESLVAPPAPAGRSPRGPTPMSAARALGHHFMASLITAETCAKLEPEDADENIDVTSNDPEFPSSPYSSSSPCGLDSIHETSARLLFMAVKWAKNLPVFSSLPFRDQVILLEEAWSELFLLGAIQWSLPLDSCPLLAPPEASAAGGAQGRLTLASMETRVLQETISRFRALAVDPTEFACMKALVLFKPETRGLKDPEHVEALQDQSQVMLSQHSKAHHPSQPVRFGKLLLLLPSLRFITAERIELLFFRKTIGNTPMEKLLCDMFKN
TROY signal inh – TROY signaling inhibition; Q293 LMP1-TROYcd NF-kB luciferase reporter, 4 h; inhibition, % at 10 µM; actives 0.98% (n = 360,000); AID 1347056;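 active = compounds whose plate-normalised and pattern-corrected inhibition of the luciferase reporter signal at the single screening dose is 50% or more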
Shn3 3UTR inh – inhibitors of Schnurri-3 3'UTR reporter in osteoblasts; actives 0.52% (n = 360,000); AID 588674; Clone20 osteoblast Shn3 3'UTR firefly luciferase, 24 h; inhibition, % at 12.5 µM;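 active = mean inhibition of at least 75% with every replicate also reaching 75%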;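 also: 0% = median of neutral control wells and 100% = pilot-screen positive control compound; some compounds past the cut are filed as inactive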
HIF-2a block – blocks HIF-2a reporter activity; 786-0 RCC cells HIF-2a reporter, luciferase luminescence, overnight; inhibition, % at 18.8 µM; actives 0.72% (n = 360,000); AID 624352;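 active = inhibition of the luminescence signal of 40% or more relative to plate controls, in a single-dose primary screen at 18.75 µM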
NR2E3 ag-2 – NR2E3 (human) agonism; Q9Y5X4; GST-NR2E3/biotin-RetCOR TR-FRET, 1536-well; inhibition of corepressor binding, % at 4.78 µM; actives 0.12% (n = 320,000); AID 2300;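 active = percent inhibition above the cutoff of mean plus 3 SD of all tested compounds, set per screening campaign, cut at about 20% in these data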;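 also: 0% = DMSO wells and 100% = biotin wells as full block of FRET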
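Material: NR2E3–RetCOR corepressor complex / Amount: 1.35 nM GST-NR2E3 / Medium: Tris pH 7.5 / Compound: single nominal compound dose of 4.8 µM / Incubation: 5 h at 4 °C / Technique: TR-FRET, Eu(K)-anti-GST donor, streptavidin-D2 acceptor, ex 340, em 617/671 nm / Read-out basis: percent loss of FRET ratio relative to control wells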
CF NFkB block – cystic fibrosis NF-kB activation inhibition; actives 0.86% (n = 360,000); AID 588850; inhibition, % at 5 µM; KKLEB NF-kB-GFP reporter, PAF-induced, GFP fluorescence overnight;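 active = at least 50% inhibition at 5 µM, scaled per plate between neutral and stimulator controls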;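 also: PAF is a Pseudomonas aeruginosa culture filtrate used as stimulus; plate controls were PAF-stimulated DMSO wells for no effect and unstimulated DMSO wells for full effect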
KKLEB tox – counter-screen for CF NF-kB inhibitors: cytotoxicity. KKLEB CF airway cells viability, ATPlite luminescence, overnight; hits give low values; cells stimulated with P. aeruginosa culture filtrate. actives 0.36% (n = 360,000). activity change (cytotoxicity), % at 5 µM;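 active = corrected activity change at or below -50% at 5 µM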
* = called active by the depositor; nt = no result given. A portion of the library; count on the stated rates, not on these rows.

SMILES	TWEAK Fn14 block	TRPM1 prom inh	Peg3 promoter	C8 TRAIL sens	NR2E3 ag-1	TROY signal inh	Shn3 3UTR inh	HIF-2a block	NR2E3 ag-2	CF NFkB block	KKLEB tox
Cc1cc(C)n(-c2ccc(C(=O)C(C#N)c3nc4ccccc4n3C)cc2)n1 (configuration not stated)	-19.9	-9.7	-40.5	6.7	-19.3	-22.7	-19.7	-122.8	-2.2	-12.0	5.8
Cc1ccc(-c2cc3nc(NCCOc4ccccc4Cl)n(C)c(=O)c3s2)cc1	-11.7	nt	-44.5	2.0	-0.7	-17.8	-7.9	-33.8	nt	49.4	-38.4
O=C(NCC1CCCO1)c1ccc2c(c1)N(Cc1ccccc1)C(=O)CS2=O (configuration not stated)	6.2	nt	6.8	-0.5	-7.4	9.2	4.7	12.6	3.5	-17.2	-5.3
CC(C)C(=O)c1cc2c(cc1NC(=O)c1cccs1)OCCO2	8.8	14.9	14.4	-12.1	-24.9	15.8	38.1	-16.1	-0.2	3.5	5.7
CC(C)c1ccc(NC(=O)CCc2ccccc2)cc1	-24.6	-32.0	-242.7	33.6	-128.0	-51.3	-48.1	-292.9	0.9	11.4	-9.3
Cc1ccc(Oc2ccccc2NC(=O)CN2C(=O)NC3(CCCC3)C2=O)cc1	11.4	10.8	5.9	13.1	10.1	-20.5	10.6	10.7	0.3	9.3	-2.3
O=C(COC(=O)c1ccc(NS(=O)(=O)c2ccc3c(c2)OCCO3)cc1)NC1CCS(=O)(=O)C1 (configuration not stated)	-6.3	-4.3	6.0	-0.3	8.6	19.9	-37.4	16.9	-0.6	-3.6	3.3
Cc1ccc(C)c(NC(=O)c2ccc(OCc3c(C)noc3C)cc2)c1	-4.2	2.2	-5.6	-20.9	4.9	-5.2	22.7	-2.4	-0.9	-9.8	10.5
CCCCN(C)CCNS(=O)(=O)c1ccc2c(c1)n(C)c(=O)c(=O)n2C	-2.5	nt	4.7	-19.6	-13.1	-14.9	0.5	-2.4	-0.6	9.7	-17.3
Cc1ccnn1-c1ccc(C(=O)NCC(c2ccco2)N2CCCC2)cc1 (configuration not stated)	13.3	nt	-10.1	4.1	20.5	-27.8	-16.1	0.3	-1.9	-15.5	4.9
CC1CSc2nc3sc4c(c3c(=O)n21)CCCC4 (configuration not stated)	-13.0	-32.4	-98.0	3.7	-28.6	-43.6	-21.3	-98.4	0.4	10.1	-6.0
CC(=O)c1ccc(CCCC(=O)O)cc1	10.2	3.6	12.3	12.3	-2.5	3.8	-1.6	-4.8	-1.8	-10.8	3.3
Nc1nc2c(Cl)ccc(Cl)c2s1	13.7	5.8	22.1	13.4	0.8	9.6	-2.0	14.3	2.4	21.1	-4.0
CC(=O)Nc1ccc(S(=O)(=O)NC2(C(F)(F)F)NC(=O)N(c3ccc(C)cc3)C2=O)cc1 (configuration not stated)	3.5	5.1	14.4	14.4	-6.0	6.5	9.4	10.2	3.5	21.6	-8.3
CCCCCCCC1c2c(c(C)c(C)oc2=O)Oc2c(C)c(C)oc(=O)c21	-6.4	0.7	12.5	-2.7	-0.4	22.9	-10.6	-2.2	-0.9	19.2	-22.2
Cn1c(CCN2CCN(c3ccccn3)CC2)nc2cc(NC(=O)COc3ccccc3)ccc21	25.7	12.6	8.5	19.4	5.1	15.4	4.7	-3.1	-1.0	-2.8	13.6
COc1ccccc1-n1c(SCC(N)=O)nc2c(c1=O)SCC2	13.8	-4.5	15.9	-10.1	-62.5	-10.5	6.7	8.0	2.0	4.4	-10.0
Cc1cc(C(F)(F)F)nn1CC(=O)NCc1cccs1	-0.2	17.8	16.6	-3.9	9.9	7.9	21.2	12.5	0.0	-5.8	0.1
CCc1ccc(NC(=S)NC2CCN(Cc3ccccc3)CC2)cc1	-1.1	-4.1	12.4	-2.6	6.0	6.2	-1.6	-12.2	-0.1	-4.9	3.8
N#CCCN(NC(=O)OCc1ccccc1)C(=O)OCc1ccccc1	8.3	1.7	0.6	-11.5	8.6	3.2	-5.8	14.2	nt	-11.5	10.3
Cc1nnc(NC(=O)CSc2nnc(CNC(=O)c3ccc(F)cc3)o2)s1	-12.3	-2.7	-7.4	-3.4	-17.3	11.3	4.5	11.1	0.5	-10.9	5.7
Cc1ccc(C(=O)N/C(=C/c2cccs2)C(=O)NCCc2c[nH]c3ccccc23)cc1	-11.9	-4.7	-11.1	12.6	-40.6	3.3	-5.3	-6.8	2.3	2.9	-17.2
CC(=O)N1c2ccc(S(=O)(=O)N3CCCC(C(=O)N4CCCCC4)C3)cc2CC1C (configuration not stated)	-27.9	nt	7.0	0.8	-14.1	5.0	36.5	6.1	2.5	8.7	-12.8
O=C(NCCCN1CCN(c2ccc(F)cc2)CC1)C1CCCN(c2ncnc3c2nc2n3CCCCC2)C1 (configuration not stated)	11.3	15.0	13.5	18.3	-24.1	-4.0	32.0	22.7	-0.1	0.1	-2.5
Cc1ccc(OCC(=O)Nc2ccc(C(=O)O)cc2NC(=O)COc2ccc(C)c(C)c2)cc1C	8.0	5.2	11.3	5.2	-7.5	-3.7	-18.9	13.3	0.4	-4.8	14.4
CN(C)CCN(C(=O)c1ccc(N2C(=O)CCC2=O)cc1)c1nc2cc3c(cc2s1)OCO3	16.5	0.0	-38.8	7.6	-23.4	-25.4	12.0	-36.1	-5.7	-3.2	4.6
Cc1ccc(N2CN(Cc3cccnc3)CNC2=S)cc1	-4.4	4.6	-2.9	3.0	8.3	-21.5	4.4	-74.8	-2.0	3.2	5.9
O=C(COc1ccc(Br)cc1)Nc1nnc(C2CC2)s1	-5.8	-12.4	-88.5	-14.1	6.3	-20.6	-33.8	-33.5	0.4	-3.9	5.4
CC1CCN(C(=S)NC(=O)c2cccs2)CC1	16.7	-1.4	4.1	3.1	-23.9	23.9	17.4	-10.3	4.1	7.8	3.1
COc1ccc(NS(=O)(=O)c2ccc(C(=O)N(C)Cc3ccc(C)o3)cc2)cc1	-3.6	nt	16.5	11.6	10.8	11.5	38.9	15.6	nt	6.1	4.7
CC1(C)CC(=O)C=C(Nc2ccc(F)cc2F)C1	11.2	13.2	8.8	-3.7	-16.6	-5.2	-2.9	14.4	-3.0	-5.6	-1.3
CN(C(=O)c1cc2n(n1)C(C(F)(F)F)CC(c1ccco1)N2)c1ccccc1 (configuration not stated)	14.7	0.4	-1.3	-18.3	5.8	-1.7	5.3	5.8	0.1	-1.4	-1.4
COCCNC(=O)c1cc(-c2cccc(OC)c2)on1	8.4	-83.0	-186.8	19.5	-87.9	-9.7	-69.3	-289.8	3.6	-1.3	2.5
CC(C)CN1C(=O)c2ccc(NC(=O)c3cccs3)cc2C1=O	-6.5	-81.7	-153.3	9.0	-87.6	-12.0	-35.9	-269.3	0.0	-23.1	-24.4
C=CCn1c(N)c(C(=O)NCCC2=CCCCC2)sc1=S	-46.2	-70.3	-239.3	14.0	-104.9	-39.2	-55.6	-262.1	2.4	3.3	0.1
O=S1(=O)c2cccc3cccc(c23)N1CCBr	-5.3	-1.3	0.7	0.9	-17.2	-3.0	-7.0	-0.4	-0.5	5.9	-12.3
O=C(Nc1nnc(COc2ccc(F)cc2)s1)Nc1ccccc1F	1.4	nt	5.0	-6.8	-18.3	2.1	5.7	4.3	-0.5	1.3	1.7
CC1=CC(C)(C)N(C(=O)c2ccc(F)cc2)c2cc3c(cc21)OCO3	13.1	-16.1	23.1	0.6	-13.2	15.4	-5.9	25.6	-0.8	25.9	-9.9
CN(C)c1ccc(/C=C2\NC(=S)N(Cc3ccccc3)C2=O)cc1	5.8	1.7	-47.6	9.3	18.6	-4.5	-2.6	-82.4	3.4	-54.2	-2.3
O=C(NC1CCCCC1)C(c1ccco1)N(C(=O)c1csnn1)c1ccccc1 (configuration not stated)	8.4	-1.6	9.1	-14.2	-17.6	13.0	16.1	15.9	-0.2	2.5	-9.6

Reformatted with two lines to a compound: part of the list above
Every second line gives: TWEAK Fn14 block	TRPM1 prom inh	Peg3 promoter	C8 TRAIL sens	NR2E3 ag-1	TROY signal inh	Shn3 3UTR inh	HIF-2a block	NR2E3 ag-2	CF NFkB block	KKLEB tox
- COCCNC(=O)c1cc(-c2cccc(OC)c2)on1
→ 8.4	-83.0	-186.8	19.5	-87.9	-9.7	-69.3	-289.8	3.6	-1.3	2.5
- CC(C)CN1C(=O)c2ccc(NC(=O)c3cccs3)cc2C1=O
→ -6.5	-81.7	-153.3	9.0	-87.6	-12.0	-35.9	-269.3	0.0	-23.1	-24.4
- C=CCn1c(N)c(C(=O)NCCC2=CCCCC2)sc1=S
→ -46.2	-70.3	-239.3	14.0	-104.9	-39.2	-55.6	-262.1	2.4	3.3	0.1
- O=S1(=O)c2cccc3cccc(c23)N1CCBr
→ -5.3	-1.3	0.7	0.9	-17.2	-3.0	-7.0	-0.4	-0.5	5.9	-12.3

New compounds follow
SMILES	TWEAK Fn14 block	TRPM1 prom inh	Peg3 promoter	C8 TRAIL sens	NR2E3 ag-1	TROY signal inh	Shn3 3UTR inh	HIF-2a block	NR2E3 ag-2	CF NFkB block	KKLEB tox
COCCCNC(=O)c1cc2cc(Br)ccc2oc1=O	0.3	-18.3	6.4	-3.7	-23.4	-4.4	-1.7	1.0	-4.2	-9.3	-0.5
Cc1ccc(C(=O)NCN2CCN(c3ccccc3)CC2)cc1	14.7	1.8	-2.6	-0.7	-15.6	-8.8	-0.5	5.1	nt	-25.4	8.9
Cn1cc(C(=O)N2CCN(c3ccccn3)CC2)c(=O)c2cc(S(=O)(=O)N3CCOCC3)ccc21	-7.7	5.9	18.4	-4.7	2.6	-9.4	-10.6	8.1	-1.2	14.9	4.0
CCn1c(SCC(=O)Nc2nccs2)nnc1-c1cc2cccc(OC)c2o1	0.4	-3.9	5.4	-28.8	-29.3	-21.8	-10.0	-8.7	nt	-1.3	-6.5
COc1cc([N+](=O)[O-])cc(/C=C2/SC(=S)N(Cc3ccccc3)C2=O)c1O	70.0*	6.6	51.0*	14.9	28.8	48.1	2.8	-49.2	-0.9	21.6	-11.1
CC(=O)Oc1ccccc1Cn1c(C)c(C(=O)NCc2cccc([N+](=O)[O-])c2)sc1=O	10.3	nt	7.7	-6.1	-2.6	3.0	26.9	-7.0	nt	-3.3	-18.2
O=C(CN(C(=O)c1nsc(Cl)c1Cl)c1ccc(F)cc1)NC1CCCC1	-8.3	-4.9	-10.5	6.2	-8.8	-6.8	12.7	5.0	1.9	3.9	-13.9
Cc1ccc(C)c(NC(=O)CN(C)C(=O)c2oc3c(Cl)cccc3c2C)c1	-11.9	-8.9	13.0	3.1	-25.8	-7.9	0.4	8.2	-2.1	-12.0	0.5
CC(C)(C)C(=O)Nc1cc2nn(-c3ccccc3)nc2cc1Cl	108.2*	84.7*	62.4*	93.1*	92.3*	90.7*	84.1	75.0*	nt	3.3	-93.9*
COc1ccc(S(=O)(=O)N2CCOCC2)cc1NC(=O)c1sccc1C	-11.0	-2.6	11.6	3.8	-5.3	-14.6	4.9	2.7	-2.2	-1.9	-21.4
CCN(CC)C(=O)c1n[nH]c(=O)c2ccccc12	10.6	1.2	-2.4	-11.5	-0.5	-9.2	-3.6	21.4	1.0	-5.5	-1.3
